Screens from PubChem.
FXIIa inh = human FXIIa protease inhibitors, primary screen, biochemical, single well; purified human FXIIa, AMC substrate fluorescence, 2 h; inhibition, % at 10 µM; AID 701, 2007; hit rate 0.2% among 33,000; Coagulation factor XII (Homo sapiens), P00748; in the data active means inhibition above about 30%;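 further: 0% = enzyme with vehicle only and 100% = no enzyme blank; many of its hits are not listed in these tables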
FXIa inh = human FXIa protease inhibitors, primary screen, biochemical, single compound per well. inhibition, % at 10 µM. Coagulation factor XI (Homo sapiens), P03951. purified human FXIa, fluorogenic AMC substrate cleavage. hit rate 0.3% among 33,000;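 active means inhibition above 40% in the primary screen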;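 further: 0% = enzyme without compound and 100% = blank wells lacking enzyme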
Target sequence (P03951 19-387 limits assumed): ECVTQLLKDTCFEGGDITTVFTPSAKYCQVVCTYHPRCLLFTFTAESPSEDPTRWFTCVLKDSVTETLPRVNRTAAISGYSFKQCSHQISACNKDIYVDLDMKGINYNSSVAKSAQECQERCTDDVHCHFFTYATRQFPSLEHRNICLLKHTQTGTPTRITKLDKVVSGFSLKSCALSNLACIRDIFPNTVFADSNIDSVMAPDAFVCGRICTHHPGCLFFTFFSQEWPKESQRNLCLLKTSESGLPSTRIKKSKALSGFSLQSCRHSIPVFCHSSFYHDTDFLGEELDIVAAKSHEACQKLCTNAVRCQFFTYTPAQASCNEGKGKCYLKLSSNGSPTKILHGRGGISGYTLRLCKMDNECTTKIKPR
Target sequence (P03951 388-625 limits assumed): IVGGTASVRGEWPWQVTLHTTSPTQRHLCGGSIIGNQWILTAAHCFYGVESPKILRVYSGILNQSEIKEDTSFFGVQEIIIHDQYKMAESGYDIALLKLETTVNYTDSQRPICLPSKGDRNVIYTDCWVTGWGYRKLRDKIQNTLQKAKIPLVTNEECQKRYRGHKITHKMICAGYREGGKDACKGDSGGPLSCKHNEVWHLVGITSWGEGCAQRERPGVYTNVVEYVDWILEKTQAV
Active calls of the source: *. The list is partial. The share of hits here may be higher or lower than overall.

| structure | FXIIa inh | FXIa inh |
| --- | --- | --- |
| O=c1cc2c(nn1Cc1ccc(Cl)cc1)-c1ccccc1CC2 | 4 | 2 |
| O=C(CCNS(=O)(=O)c1cccs1)NCc1ccccc1 | -13 | 1 |
| Cc1ccc2c(c1)N(CCC(=O)NCc1cccs1)C(=O)C(C)O2 (stereo unspecified) | -13 | 14 |
| c1ccc(-n2nc3ccccc3n2)cc1 | 1 | -7 |
| CN(C)c1ccc(N/C=C/C(=O)C(C)(C)C)cc1 | 5 | 12 |
| C=CCn1c(Cc2cccs2)nnc1SCC(=O)NCc1ccco1 | 6 | -5 |
| Cc1cccc(OCC(=O)Nc2cccc3nsnc23)c1 | -10 | -2 |
| N#Cc1c(C(F)(F)F)cc(-c2ccccc2)nc1SCc1nc(N)nc(N2CCOCC2)n1 | 2 | -3 |
| CCOC(=O)N1CCN(c2c(NCCCN(CC)CC)c(=O)c2=O)CC1 | 6 | -6 |
| COc1ccc(-c2nnc(SCC(=O)Oc3ccc(C)cc3)o2)cc1 | 5 | -1 |
| CN1CCC(=NNC(=O)C(=O)NC(C)(C)C)CC1 | 9 | -8 |
| O=C(NCc1ccc2c(c1)OCO2)C(c1ccco1)N(C(=O)c1csnn1)c1ccccc1 (stereo unspecified) | 6 | -7 |

Five compounds from above, arranged by the number in FXIIa inh, largest number first.
| structure | FXIIa inh | FXIa inh |
| --- | --- | --- |
| CN1CCC(=NNC(=O)C(=O)NC(C)(C)C)CC1 | 9 | -8 |
| CN(C)c1ccc(N/C=C/C(=O)C(C)(C)C)cc1 | 5 | 12 |
| N#Cc1c(C(F)(F)F)cc(-c2ccccc2)nc1SCc1nc(N)nc(N2CCOCC2)n1 | 2 | -3 |
| c1ccc(-n2nc3ccccc3n2)cc1 | 1 | -7 |
| O=C(CCNS(=O)(=O)c1cccs1)NCc1ccccc1 | -13 | 1 |

New compounds follow
| structure | FXIIa inh | FXIa inh |
| --- | --- | --- |
| CCc1cc(/C(Cc2csc(C)n2)=N/O)c(O)cc1O | 3 | -11 |
| CC(=O)N1CCc2cc(S(=O)(=O)NC(C(=O)NCc3ccccc3)C(C)C)ccc21 (stereo unspecified) | 7 | -3 |
| Cc1ccc(-c2nc3cnccn3c2Nc2ccc3c(c2)OCCO3)o1 | 3 | -6 |
| CN1CCC(N(C)C(=O)CCc2nc3ccccc3c(=O)[nH]2)CC1 | 4 | -8 |
| O=C(CCc1ccccc1)NCc1cccnc1 | -15 | 23 |
| COc1cc(S(=O)(=O)NCC2OCCc3ccccc32)ccc1-n1cnnn1 (stereo unspecified) | 12 | 2 |
| Cc1ccc(SCCC(=O)NC(C)(C)C)cc1 | 9 | 1 |
| CCOc1ccc(C(=O)N(Cc2ccc(OC)cc2)Cc2cc3cc(OC)ccc3[nH]c2=O)cc1 | 0 | -2 |
| CCC(C)N(C(=O)COC(=O)CCc1c[nH]c2ccccc12)C1CCS(=O)(=O)C1 (stereo unspecified) | 4 | -1 |
| COc1cccc(CNC(=O)C(=O)NCC2CCCO2)c1 (stereo unspecified) | 3 | -1 |
| O=C1N2CCCc3cccc(c32)C12Nc1ccccc1S2 (stereo unspecified) | 8 | 1 |
| Cc1cc(C(=O)NCCCN2CCN(c3cc(Cl)ccc3C)CC2)n(-c2ccccc2)n1 | 6 | 5 |
| O=C(Nc1ccc2c(c1)OCCO2)C1CCN(S(=O)(=O)c2ccc(Br)s2)CC1 | 10 | 8 |
| Cc1ccc(NC2=NCCCCC2)cc1C | -2 | -6 |
| Cc1c(-c2ccccc2)[n+](=O)c2c(n1[O-])CCC2 | 6 | -3 |
| CC(C)c1ccc(NC(=O)C(c2ccc3c(c2)OCO3)N2CCCCC2)cc1 (stereo unspecified) | -1 | 5 |
| CC(C)CNC(=O)CSc1nnc(CN2CCCCCC2=O)n1-c1ccccn1 | 4 | 4 |
| O=C(Nc1ccccc1)Nc1ccccc1C(=O)NCc1ccccc1 | 6 | 5 |
| O=C1C(C=NC2CC2)=C(O)c2ccccc21 | 3 | -3 |
| CC(C)Cn1c(SCC(=O)NCc2ccc(Cl)cc2)nnc1-c1cccc(S(=O)(=O)N2CCOCC2)c1 | 7 | 7 |
| CCOC(=O)C1=C(C)Nc2ncnn2C1c1c[nH]c2ccccc12 (stereo unspecified) | 2 | 4 |
| CCn1c(=O)[nH]c2ccccc2c1=O | 3 | 6 |
| O=c1[nH]c(=O)n(Cc2ccco2)c2c1C(C(F)(F)F)(C(F)(F)F)N=C(c1ccc(F)cc1)N2 | 10 | -3 |
| CCn1c(C)nc2cc(-c3nnc(-c4c(-c5ccccc5)noc4C)o3)ccc21 | -1 | -3 |
| O=C(CSc1nnc(-c2ccc(Cl)cc2Cl)n1C1CCCCC1)N1CCCC1 | 7 | 2 |
| COC(=O)C(C)Sc1nc(-c2ccc(OC)cc2)nc2c1c(=O)n(C)c(=O)n2C (stereo unspecified) | 2 | -2 |
| Cc1onc(-c2ccccc2Cl)c1-c1nc(-c2ccncc2)no1 | 6 | 11 |
| Cn1nnnc1SCc1cccc(CSc2nnnn2C)n1 | 6 | -1 |
| O=C(CCCOc1ccccc1)N1CCN(c2ccc(F)cc2)CC1 | 5 | -6 |
| CCSC(C)CC1CC(=O)CC(=O)C1 (stereo unspecified) | 5 | 4 |
| CCOc1nc(NC2CCCCC2)nc(NC(C)(C)C)n1 | 2 | -6 |
| Cn1nc(C(C)(C)C)cc1C(=O)Nc1nc2c(s1)C(=O)CC(C)(C)C2 | 9 | 2 |
| CCOC(=O)c1[nH]c(C)c(C(=O)OCC(=O)N2CCc3ccccc32)c1C | -13 | 15 |
| CCOc1ccccc1C(=O)N1CCC(C(=O)c2ccc(F)cc2)CC1 | 2 | -1 |
| O=C(NC(=S)Nc1cccc(Cl)c1N1CCCC1)c1ccc(-c2cccc([N+](=O)[O-])c2)o1 | 12 | 4 |
| CCC(CC)c1nnc(NC(=O)Oc2ccccc2)s1 | 1 | 3 |
| CCc1c(C(=O)N/N=C/c2ccc(C)o2)csc1C | -15 | 0 |
| O=C(CCS(=O)(=O)c1ccc(Br)cc1)Nc1ccc2c(c1)OCO2 | 6 | 6 |
| COc1ccc(Nc2nc(C)cc(=O)[nH]2)cc1 | 5 | 6 |
| O=c1[nH]c2cc3c(cc2cc1C(c1nnnn1Cc1ccccc1)N1CCN2CCCC2C1)OCCO3 (stereo unspecified) | -11 | 1 |
| c1cnc2ccc(C(c3nnnn3C3CCCCC3)N3CCN4CCCC4C3)cc2c1 (stereo unspecified) | 3 | -7 |
| Nc1nc(-c2cccc(Br)c2)cs1 | 3 | 2 |
| CCC[C@@H]1C[C@@H](C(=O)N[C@H]([C@@H](C)O)[C@H]2O[C@H](SC)[C@H](O)[C@@H](O)C2O)N(C)C1 (stereo partly specified) | 3 | 1 |
| CCCN1Cc2cccc(C(=O)NCc3ccccc3OC)c2C1=O | 7 | 3 |
| COC(=O)Nc1ccc(S(=O)(=O)N2CCC(C)CC2)cc1 | 2 | 10 |
| CCCC(C)c1nnc(NC(=O)CS(=O)(=O)Cc2ccccc2)s1 (stereo unspecified) | 7 | -3 |
| Cc1ccc(-c2nnc(SCC(=O)N3CCOCC3)nc2-c2ccc(C)cc2)cc1 | 4 | 5 |
| Cc1nc(N)c(C#N)c(-c2ccccc2Cl)c1C | -4 | 3 |
| Cc1ccc2c(c1)nnn2C1CCN(CC(=O)N2CCN(c3ccc(F)cc3)CC2)CC1 | 6 | 5 |
| CC12CCC(C(=O)NCc3ccc4c(c3)OCO4)(OC1=O)C2(C)C (stereo unspecified) | -2 | -1 |
| CCCc1ccc(OCCNC(=O)CC)cc1 | 4 | 3 |
| Cc1cc(C)cc(NC(=O)N2CCCC2C(=O)Nc2ccc(-n3cnnn3)c(C)c2)c1 (stereo unspecified) | -5 | -6 |
| COc1ccc2nc(SCC(=O)Nc3c(C)cc(C)cc3C)[nH]c2c1 | 1 | 11 |
| O=CNc1ccc(S(=O)(=O)NCc2ccccc2)cc1 | 21 | -4 |
| Cc1cccc(NC(=O)CSc2nc3ccccc3c3nc(CCc4c(C)n[nH]c4C)nn23)c1 | 1 | 2 |
| CN1C(=S)SC(/[N+]([O-])=C\c2ccc(Cl)cc2)C1(C)C (stereo unspecified) | 12 | 4 |
| CC(=O)N1c2c(ccc3ccccc23)C(C)CC12CCCCC2 (stereo unspecified) | -4 | -4 |
| COc1ccc(-c2nc(CCNS(=O)(=O)c3ccc4c(c3)OCCO4)cs2)cc1 | 4 | 3 |
| O=C(NCc1ccco1)c1ccc(Cn2c(=O)c3ccccc3n(Cc3cccc(Cl)c3)c2=O)cc1 | -1 | 9 |
| Cc1sc(NC(=O)c2ccccc2)c(C(=O)N2CCN(C)CC2)c1C | 5 | 4 |

Of the compounds above, 2 have a CF3 group.
| structure | FXIIa inh | FXIa inh |
| --- | --- | --- |
| N#Cc1c(C(F)(F)F)cc(-c2ccccc2)nc1SCc1nc(N)nc(N2CCOCC2)n1 | 2 | -3 |
| O=c1[nH]c(=O)n(Cc2ccco2)c2c1C(C(F)(F)F)(C(F)(F)F)N=C(c1ccc(F)cc1)N2 | 10 | -3 |

Later entries.
Compound | FXIIa inh | FXIa inh
CC12CCC(C(=O)N(CSC(=S)N/N=C\c3ccccc3O)C1=O)C2(C)C (stereo unspecified) | 6 | 5
O=[N+]([O-])c1nn(-c2ccc3c(c2)OCCO3)n(O)c1=NC1CCCCCC1 | 6 | 3
CCN(CC)CCNC(=O)C(C(=O)c1ccccc1)n1ccccc1=O (stereo unspecified) | -21 | 4
COc1cc(CNn2nnnc2N)cc(Br)c1OCc1c(Cl)cccc1Cl | 6 | -8
Cc1nc2c(C(=O)N3CCCC3)cnn2c(C)c1Cc1c(F)cccc1Cl | 1 | 12
O=C(OCc1cc2ccccc2[nH]c1=O)c1cccnc1 | 8 | 1
CCCC(=O)Nc1cc(-c2nn(C)c(=O)c3ccccc23)ccc1N1CCCCC1 | -4 | -2
c1ccc(CC2CCN(c3nc4ccccc4n4nnnc34)CC2)cc1 | 6 | -4
CN1CCc2c(sc3c2c(=O)n(-c2ccccc2)c2nncn32)C1 | 8 | 2
CNC(=O)c1cc(Nc2nnc(C)c3ccccc23)ccc1OC | 5 | 10
CCCn1c2c(c(O)c(C(=O)NCc3ccccc3)c1=O)CCCC2 | 7 | 5
CCC(C)C(=O)N1CCCC(c2nc(-c3cccs3)no2)C1 (stereo unspecified) | 3 | -6
CCOC(=O)C1=C(CC)Nc2ccccc2N=C1NC(=O)c1ccc(S(=O)(=O)N(C)C)cc1 | 4 | 6
CC(=O)N(CCC1(C(C)C)CCOC(C)(C)C1)Cc1ccco1 (stereo unspecified) | -12 | -10
COc1ccc(CCNC(=S)Nc2cccc(C)c2C)cc1 | 0 | -3
O=C(Nc1ccc(N2CCN(C(=O)c3ccco3)CC2)cc1)C(c1ccccc1)c1ccccc1 | -2 | -5
O=C(NC1CCCCC1)C(c1cccs1)N(Cc1cccs1)C(=O)c1cccs1 (stereo unspecified) | 4 | -3
COc1ccc(NC(=O)Nc2ccc(Br)cn2)cc1OC | 4 | -10
COc1ccc(Cn2c(=O)n(Cc3ccco3)c(=N)c3c4c(sc32)COC(C)(C)C4)cc1 | 6 | 3
Cc1cccc(NC(=O)C2NC(=O)CC2c2ccccc2)c1C (stereo unspecified) | 3 | 3
CCn1cc(Br)c(C(=O)NC(C)c2ccccc2)n1 (stereo unspecified) | 0 | -1
Cc1cc(NC(=O)COC(=O)[C@H](Cc2c[nH]c3ccccc23)NC(=O)c2ccc(F)cc2)no1 | -14 | 21
Cc1noc(C)c1CSc1ccccc1C(=O)N1CCN(c2ccccc2)CC1 | 2 | -2
CC(=O)c1cc(-c2nc3ccccc3n2C)n(C)c1 | 1 | 7
COc1ccc(N(C2CSC2)S(=O)(=O)c2ccccc2)cc1 | 1 | 2
COc1ccc(NC(=O)c2cccnc2Nc2ccc(OC)cc2)cc1 | -9 | -7
COc1ccc(CC(=O)Nc2nnc(C)s2)cc1 | 8 | 0
Cc1cccc(OC(=O)c2cn(C)nc2C(F)(F)F)c1C | 10 | -3
COC(=O)C(NC(=O)C(CC(C)C)NC(=O)C1CCC(C)CC1)C(C)C (stereo unspecified) | 9 | 4
CN(C)CCNC(=O)C12CC3(C)CC(C)(CC(C)(C3)C1)C2 | 5 | -5
COC(=O)c1ccc(CSc2nc(C(F)(F)F)c3c(c2C#N)CCC3)o1 | 6 | -4
CC(=O)c1cccc(NC(=O)C2CCCC2)c1 | 3 | 5
CCOC(=O)c1cnn(-c2c(Cc3ccccc3)c(C)nc3c(-c4ccccc4)c(C)nn23)c1N | 5 | 4
CCN(CC)S(=O)(=O)c1ccc2oc(SCC(=O)NCc3ccccc3)nc2c1 | 4 | -2
CCC1Sc2ccccc2N(CC(=O)NCc2ccccc2OC)C1=O (stereo unspecified) | -2 | 5
CC1=CC(C)(C)NC(=S)N1c1cccc(C)c1 | 5 | -10

Looked up by compound from the entries so far (three):
Compound | FXIIa inh | FXIa inh
CC1=CC(C)(C)NC(=S)N1c1cccc(C)c1 | 5 | -10
CCOC(=O)c1cnn(-c2c(Cc3ccccc3)c(C)nc3c(-c4ccccc4)c(C)nn23)c1N | 5 | 4
CCC1Sc2ccccc2N(CC(=O)NCc2ccccc2OC)C1=O (stereo unspecified) | -2 | 5
